TTR transcr act – TTR transcription activators in neuroblastoma reporter cells, primary screen, cell-based, luminescence, SH-SY5Y, TTR promoter Gaussia luciferase; 100% = recombinant luciferase protein wells; activation, % at 16.7 µM; 1.3% of 92,000 active; AID 1117267, 2014;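 active = activation above the mean of all tested compounds plus 3 SD, cut at about 9.5% in these data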;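 note: cells exposed to compounds for one day before reading; 0% = median of all test compound wells on the plate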
Active calls of the source: *; & = joins results of further samples. This is a subset. The share of hits here may be higher or lower than overall.

SMILES,TTR transcr act
CCC1(c2ccccc2)SCC(c2ccccc2)=NC1=O (stereo not given),0.2
O=C(CSc1nc2ccccc2o1)c1ccc2c(c1)OCCO2,3.9
CCOc1ccccc1CNC(=O)CN1C(=O)CSc2ccc(S(=O)(=O)N3CCOCC3)cc21,1.1
CCOC(=O)Nc1sc(C(=O)N(C)C)c(C)c1C(=O)OCC,5.7
CSc1cccc(NC(=O)CSc2ncccc2C(=O)Oc2cccc([N+](=O)[O-])c2)c1,-1.8
N#Cc1ccccc1NC(=O)COC(=O)CCc1ccccc1,0.0
C=CCCC(=O)N1C[C@H]2CON(C)[C@H]2C[C@H]1c1cccc(N2CCOCC2)c1,2.0
O=S(=O)(NC1=NCCC1)c1ccc(F)cc1F,-1.1
COc1ccc(CC(=O)NNC(=O)c2cnccn2)cc1,-1.1
Cc1c([N+](=O)[O-])c([N+](=O)[O-])nn1CC(=O)NCCc1ccccc1,1.6

Next section (7 carried over from the part before).
SMILES,TTR transcr act
CCOC(=O)Nc1sc(C(=O)N(C)C)c(C)c1C(=O)OCC,5.7
CSc1cccc(NC(=O)CSc2ncccc2C(=O)Oc2cccc([N+](=O)[O-])c2)c1,-1.8
N#Cc1ccccc1NC(=O)COC(=O)CCc1ccccc1,0.0
C=CCCC(=O)N1C[C@H]2CON(C)[C@H]2C[C@H]1c1cccc(N2CCOCC2)c1,2.0
O=S(=O)(NC1=NCCC1)c1ccc(F)cc1F,-1.1
COc1ccc(CC(=O)NNC(=O)c2cnccn2)cc1,-1.1
Cc1c([N+](=O)[O-])c([N+](=O)[O-])nn1CC(=O)NCCc1ccccc1,1.6
CCOC(=O)c1ccc2c(c1)nc(SCC(=O)NC(C)C)n2CC,1.8
CN(N)c1nc(N2CCCC2)nc(N2CCCC2)n1,-0.8
O=c1cc(/C=C/c2ccccc2)oc2ccccc12,-1.5
CCCn1c(-c2ccc(F)cc2)cnc1SCC(=O)O,-1.5
Cc1ccc(N/C=C2\C(=O)N(c3ccc(F)cc3F)C(c3cccnc3)S2(=O)=O)cc1 (stereo not given),-0.9
C[C@H](NC(=O)[C@H]1N2C(=O)c3ccccc3C2SC1(C)C)C(=O)N1CCC[C@H]1CO (stereo not given in full),1.6
CC(C)(C)OC(=O)N(Cc1ccccc1)Cc1ccccc1OCc1ccc(NC(=O)C2CCC2)cc1,1.5
CCOC(=O)C(NC(C)=O)(Nc1ccc(S(=O)(=O)Nc2cc(C)on2)cc1)C(F)(F)F (stereo not given),2.9
COc1ccc(/C=C(\NC(=O)c2ccccc2)C(=O)N/N=C/c2ccncc2)cc1,-0.4
COc1cc(NC(=O)c2cccs2)c(C(=O)OCC(=O)NC(C)c2ccccc2)cc1OC (stereo not given),-1.4
COc1ccccc1C(=O)NCC(=O)OC(C)C(=O)NC1CCCCC1C (stereo not given),-0.9
Cc1cccc(Nc2c([N+](=O)[O-])cc(C(=O)N3CC(=O)Nc4ccccc43)cc2[N+](=O)[O-])c1,-1.0
CCOc1ccc(NC(=O)N2CCC(c3ccc(C)cc3)C2)cc1 (stereo not given),-0.7
CC(=O)c1ccc(/C=C/c2nc3ccccc3n2C)o1,-0.7
Nc1nc(-c2ccc(Cl)cc2Cl)cn1N,3.6
CCN1CCN(C(=O)c2cc(-c3cccnc3)nc3ccc(Br)cc23)CC1,-0.9
Cc1cccc(N2CCN(C(=O)c3ccc4c(c3)OCCO4)CC2C)c1 (stereo not given),-1.0
Cc1cc(C(=O)N/N=C/c2c(C)n(C)c3ccccc23)n[nH]1,-1.3
COc1ccc(C(=O)CN2C(=O)NC3(CCCc4ccccc43)C2=O)c(OC)c1 (stereo not given),0.8
COc1ccc(CN(C)C(=O)c2cc(-c3ccccc3)nc3ccc(C)cc23)c(OC)c1,-2.7

Looked up above:
`COc1ccc(C(=O)CN2C(=O)NC3(CCCc4ccccc43)C2=O)c(OC)c1` (stereo not given) in TTR transcr act → 0.8
`Cc1cc(C(=O)N/N=C/c2c(C)n(C)c3ccccc23)n[nH]1` in TTR transcr act → -1.3

Later entries
SMILES,TTR transcr act
Cc1ccc2cc(CCNC(=O)c3cccs3)c(=O)[nH]c2c1C,0.9
OCC[C@H]1C[C@@H](O)[C@H](O)[C@]2(OCCCc3ccccc32)O1,1.5
CN1CCN(S(=O)(=O)c2ccc(Cl)cc2)CC1,-1.6&-1.1
CCc1c(C)nc(SCC(=O)N2CCc3ccccc32)[nH]c1=O,-0.7
COC(=O)c1cc(NS(=O)(=O)c2ccc(Cl)c(N3C(=O)c4ccc(C(=O)O)cc4C3=O)c2)cc(C(=O)OC)c1,1.1
O=C(Nc1ccc(F)cc1)OCCN1CCCC12CCC(c1ccccc1)CC2 (stereo not given),0.0
CC1CN(c2ccc(NC(=S)NNCCC#N)cc2)CC(C)O1 (stereo not given),-1.2
CCC(Oc1ccccc1)C(=O)Nc1nnc(S(=O)(=O)N2CCCC2)s1 (stereo not given),2.8
O=C1c2ccccc2C(O)(Cc2ccccc2)N1C1CCCCC1 (stereo not given),-0.6
CCN(CC)c1nc(N)n(CCSC(=S)N(C)C)c(=O)n1,-1.6
CN(C)c1ccc(C(O)c2cc3ccccc3s2)cc1 (stereo not given),-1.2
COc1ccc(OCC(O)CNC(=O)/C=C/c2cccc([N+](=O)[O-])c2)cc1 (stereo not given),-0.3
CC(=O)c1nn(-c2ccccc2)cc1C(=O)c1cccc(Br)c1,1.5
O=[N+]([O-])c1ccc(CN2CCN(c3ccc4ccccc4n3)CC2)cc1,-0.2
CC(C)CNC(=O)COC(=O)c1cncc(Br)c1,1.3
CC(=O)C[C@H](O)CC(=O)[C@H]1OC(=O)[C@H](C)C/C=C\Cc2ccccc21,1.9
O=C1CC(c2ccc(F)cc2)CC2=C1C(c1ccc([N+](=O)[O-])o1)Nc1ccccc1N2 (stereo not given),-1.1
COC(=O)c1ccc(CO/N=C/c2ccc(OC)cc2OC)cc1,1.0
CCn1cc(CN2CCN(Cc3ccc(C)o3)C(CCO)C2)c2ccccc21 (stereo not given),2.1
C[C@H]1[C@@H](NC(=O)c2cccc(C(F)(F)F)c2)CC[C@@]23CCCN2C(=O)CCC[C@@H]13,-0.3
CC(C)(C)NC(=O)NC(=O)COC(=O)Cn1cnc2ccccc2c1=O,0.0
Cc1cc(C)nc(SCC(=O)c2ccc(F)cc2F)n1,0.2
CC(C)C[C@H](NC(=O)N1CCn2c1nc1ccccc12)C(=O)N[C@@H](C(=O)O)c1ccccc1,-1.3
CC1CCCCN1C(=O)COc1ccc(F)cc1 (stereo not given),2.6
Cc1c(C(c2ccccc2O)c2c(C)n(C)n(-c3ccccc3)c2=O)c(=O)n(-c2ccccc2)n1C,-1.6
C/C=C\C(=O)Nc1cccc(C2=NOC3(C2)C[C@H](C(N)=O)N(C(=O)/C=C/CC)C3)c1 (stereo not given in full),-0.1
O=C(NC1CCCCN(Cc2ccc(Cl)cc2)C1=O)c1cc(-c2ccccc2)no1 (stereo not given),-0.9
Cc1ccc(C(=O)Nc2cccc([N+](=O)[O-])c2)cc1S(=O)(=O)Nc1ccc(C(=O)O)cc1,1.7
COc1ccc(CNC(=O)C2CCC(=O)N(CCCN3CCCC3=O)C2)c(OC)c1 (stereo not given),2.0
COc1cc(NS(=O)(=O)c2cc(NC(C)=O)ccc2OC)c(OC)cc1NC(=O)c1ccccc1,-1.2
Cc1cccc(N2C(=O)CN(Cc3ccccc3)C2=S)c1,-1.3
C=CCN1C(=O)c2ccc(C(=O)N3CCN(S(=O)(=O)c4ccc(C(C)C)cc4)CC3)cc2C1=O,1.3
COc1ccc(-n2c(=O)c3ccccc3n(Cc3cccc(C)c3)c2=O)cc1OC,-2.2
N#Cc1ccc(OCC(=O)NC2CCCCCC2)cc1,0.6
Cc1ccc(CNC(=O)CO/N=C/c2ccc3c(c2)OCO3)cc1,-1.4
Cc1cc(/C=C(/C#N)C(=O)Nc2ccc(Cl)cc2)c(C)n1-c1cccnc1,-2.9
Cc1ccc2c(c1)[C@H]1[C@H](CO2)[C@H](c2ccccc2)[C@]2(C)C(=O)N(Cc3ccccc3)CC(=O)N12,-0.9
C=CCOc1ccc(/C=C/C(=O)OCc2csc(CC(=O)Nc3ccccc3C)n2)cc1,-0.4
COc1ccccc1NC(=O)c1ccccc1S(=O)(=O)c1ccc([N+](=O)[O-])cc1,-0.4
Cc1nc2c(=O)n(C)c(=O)[nH]c2n1Cc1ccccc1,-0.1
COc1ccc(C(=O)COC(=O)CCn2c(C)csc2=O)c(OC)c1,-2.4
Cc1ccc(S(=O)(=O)N2CCOCC2)cc1NC(=O)CN1C(=O)NC(C)(c2ccc(Cl)cc2Cl)C1=O (stereo not given),2.2
Cc1cc(-c2ccccc2)cc(-c2ccccc2)[n+]1C,-0.7
CN(C)S(=O)(=O)c1ccc(C(=O)NCCOc2ccccc2)cc1,2.4
O=C(c1cc(-c2ccc(Br)cc2)on1)N1CCCCCC1,3.6
C[C@@H]1CN([C@@H](C)CO)S(=O)(=O)c2ccc(Br)cc2O[C@H]1CN(C)Cc1ccccc1F,-1.1
OC(COc1ccccc1Cl)CN1CCN(CC(O)COc2ccccc2Cl)CC1 (stereo not given),-1.7
CCC(CC)NC(=O)CSc1ccc(S(=O)(=O)N2CCOCC2)cn1,-0.2
O=C(NCCCN1CCCC1)c1ccc2c(c1)N(Cc1ccccc1)CCS2,-1.0
COC(=O)[C@]12C[C@H](CC(=O)NCCc3ccccc3OC)C(=O)N(Cc3ccccc3)C1=C[C@H](COCc1ccccc1)O[C@@H]2C,2.1

The list goes on.
SMILES,TTR transcr act
[N-]=[N+]=N[C@@H](CCN1CC[C@H](NC(=O)OCc2ccccc2)CCC1=O)c1ccccc1,2.6
O=C(CSc1nc2ccccc2o1)Nc1nncs1,2.4
O=S(=O)(NCCSc1ccccc1)c1cccs1,-0.7
CCC(=O)Nc1ccc(NC(=S)NC(=O)c2cc3ccccc3o2)cc1,0.2
CCOC(=O)CSc1nnc(Cc2ccccc2)n1Cc1ccco1,0.7
COc1ccc(-c2csc(NC(C)c3nc4cc(Cl)c(Cl)cc4n3CCOCCO)n2)cc1 (stereo not given),0.1
C/C(=N\NC(=O)CNc1ccccc1)c1ccccc1,1.9
CCN(CC)S(=O)(=O)c1ccc(OC)c(NS(=O)(=O)c2cccc(C(=O)O)c2)c1,-0.7
COc1ccccc1N1CCN(C(=O)/C=C/c2ccc(C)cc2)CC1,3.5
NS(=O)(=O)c1cccc(C(=O)NC2CCSc3ccccc32)c1 (stereo not given),0.1
COc1ccccc1Cc1c(-c2ccc(OC)c(OC)c2)nc2cc(C)c(Br)c(C)n12,-1.4
COC(=O)[C@H](Cc1ccccc1)NC(=O)N1CCCCC1C (stereo not given in full),2.9
CCOC(=O)[C@@H]1[C@H]2COc3ccccc3[C@@H]2N2C(=O)N(c3cccc(F)c3)C(=O)[C@@]12C,3.1
O=C(CN1CCCC1)Nc1c(C(=O)C2CC2)oc2ccccc12,0.3
CCOCCCNC(=O)/C(C#N)=C/c1ccc([N+](=O)[O-])o1,-6.4
O=C(Cn1cc(Cl)c([N+](=O)[O-])n1)NCCC1=CCCCC1,-1.3
CCN1CCN(C(c2ccccc2)c2nnnn2C(C)(C)C)CC1 (stereo not given),1.0
Cc1cc(/C=C2\SC(=S)NC2=O)cc(C)c1O,1.2
Cc1c(Cl)cccc1NC(=S)NCCc1ccccn1,-0.8
O=C(O)CCC(=O)Nc1cc(C(F)(F)F)cc(C(F)(F)F)c1,2.7
CC(C)CC(C(=O)NC1CCCC1)N(Cc1ccc2c(c1)OCO2)C(=O)c1snc(C(N)=O)c1N (stereo not given),-1.3
Cc1cccn2c(=O)c3cc(S(=O)(=O)c4ccccc4)c(=N)n(Cc4cccnc4)c3nc12,0.6
O=C(O)CCN1C(=O)/C(=C2\C(=O)N(Cc3ccccc3Cl)c3ccccc32)SC1=S,0.4
COc1cccc(NC(=O)c2ccc(NC(=O)C(C)C)cc2)c1,-2.1
COc1ccc(-n2c(=S)[nH]c3cc(C(=O)NCc4ccccc4OC)ccc3c2=O)c(OC)c1,-1.8
CCN(CC(=O)Nc1ccc2c(c1)OCO2)CC(=O)Nc1ccccc1C(F)(F)F,1.0
CCOC(=O)NC(=O)C(=CNc1ccc(C)cc1)C(=O)NC(=O)OCC,3.2
COc1ccc(C2CC(c3ccccc3)=NN2C(=O)CN2CCN(Cc3ccccc3)CC2)cc1 (stereo not given),-1.7
COc1ccccc1C(O)Cc1nc2ccccc2n1C (stereo not given),1.4
CCOC(=O)c1cnc2ccc(Br)cc2c1NCCO,-2.1
CC1CCCN(C(=O)COc2ccc(-c3ccccc3)cc2)C1 (stereo not given),-3.5
O=C(Cc1ccccc1[N+](=O)[O-])NCC(O)c1ccc2c(c1)OCO2 (stereo not given),-1.1
O=C(/C=C/c1ccco1)Nc1cccc2cccnc12,0.0
Cn1cc(C(=O)N2CCN(c3ccccc3)CC2)c(=O)c2cc(S(=O)(=O)N3CCOCC3)ccc21,-1.4
COc1ccc(-c2csc3nc(C)n(-n4cccc4)c(=O)c23)cc1OC,0.9
COC(=O)Cc1ccc(NC(=S)NCC(C)C)cc1,-0.4
C[C@@H]1CCN(C2CC2)S(=O)(=O)c2ccc(N3CC[C@H](N(C)C)C3)cc2O1,2.4
O=C(CN1CCN(Cc2ccc(Cl)cc2)C1=O)NCCN1CCCC1,3.8
